From PubChem
CXCR6 block: CXCR6 receptor inhibitors, primary screen, cell-based, beta-arrestin, luminescence, CHO-K1 PathHunter, 1536-well. C-X-C chemokine receptor type 6 (Homo sapiens), O00574. inhibition, % at 20 µM. 0.36% of 360,000 active. AID 602244, 2012; in the data active = inhibition above about 34%, passing the limit was not always enough;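 note: antagonist mode with CXCL16 agonist at 10 nM final; 0% = 10 nM CXCL16 with DMSO and 100% = unstimulated wells without agonist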
APJ antag: antagonists of human apelin receptor APJ, primary screen, CHO-K1 cells, beta-arrestin complementation, luminescence; P35414; inhibition, % at 20 µM; 0.32% of 330,000 active;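 active = inhibition above about 40% at 20 µM, limit read from the data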;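 note: cells challenged with 10 nM apelin-13 agonist together with compound; plate controls were apelin-13 plus DMSO wells for no effect and DMSO wells lacking apelin-13 for full effect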
Jurkat NFkB inh: inhibitors of induced NF-kB luciferase reporter, primary screen, TCR NF-kB activation inhibitor project, cell-based, luminescence, uHTS; Jurkat, PMA/ionomycin-induced NF-kB luciferase reporter; inhibition, % at 4 µM; 0.53% of 330,000 active; AID 435003, 2010; in the data active = inhibition above about 50%
UBC13 inh: UBC13 polyubiquitin chain formation inhibitors, primary screen, biochemical, TR-FRET, uHTS. Ubiquitin-conjugating enzyme E2 N (Homo sapiens), P61088. inhibition, % at 20 µM. 0.47% of 330,000 active; in the data active = inhibition above about 45%, passing the limit was not always enough
Target sequence (P61088 whole entry, looked up): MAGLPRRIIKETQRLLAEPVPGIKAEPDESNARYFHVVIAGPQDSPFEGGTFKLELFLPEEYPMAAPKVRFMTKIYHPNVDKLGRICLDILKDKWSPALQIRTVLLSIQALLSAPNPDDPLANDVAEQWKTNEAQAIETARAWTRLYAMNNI
Gli-Sufu antag: Gli-Sufu pathway antagonists, primary screen, luciferase luminescence, Sufu-KO-LIGHT cells, uHTS | inhibition, % at 5 µM | Sufu-KO-LIGHT fibroblasts, Gli luciferase reporter luminescence | 0.74% of 340,000 active;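 active = inhibition above about 55%, limit read from the data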;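 note: 0% = DMSO-treated cells and 100% = wells with medium but no cells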
CCR6 antagonist: CCR6 receptor antagonists, primary screen, cell-based, CHO-K1, luminescence, beta-arrestin, uHTS. CHO-K1 CCR6 PathHunter beta-arrestin, CCL20-stimulated. 0.49% of 340,000 active. AID 493098, 2011. C-C chemokine receptor type 6 (Homo sapiens), P51684. inhibition, % at 20 µM;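 active = compounds whose inhibition of the agonist-driven luminescence signal at 20 µM reaches about 50%, limit read from the data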;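 note: cells stimulated with CCL20 at 14 nM final; plate controls were DMSO with CCL20 for no effect and DMSO without agonist for full effect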
Target sequence (P51684 whole entry, looked up): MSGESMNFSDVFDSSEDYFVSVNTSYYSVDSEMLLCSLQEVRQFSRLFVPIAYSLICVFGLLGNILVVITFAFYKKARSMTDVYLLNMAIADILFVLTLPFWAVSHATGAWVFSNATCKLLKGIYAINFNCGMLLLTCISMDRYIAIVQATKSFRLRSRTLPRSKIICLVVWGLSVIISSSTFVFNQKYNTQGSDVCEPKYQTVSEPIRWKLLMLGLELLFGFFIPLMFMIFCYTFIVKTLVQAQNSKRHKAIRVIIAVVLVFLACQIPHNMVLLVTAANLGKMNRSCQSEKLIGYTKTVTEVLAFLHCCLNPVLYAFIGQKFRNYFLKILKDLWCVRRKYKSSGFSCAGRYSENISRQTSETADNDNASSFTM
697 NFkB inh: inhibitors of PMA/ionomycin-induced NF-kB reporter, 697 cells, primary screen, B-cell NF-kB inhibitor project, cell-based, luminescence, uHTS; 0.33% of 330,000 active; inhibition, % at 4 µM; 697 B-cell NF-kB luciferase reporter, 16 h; in the data active = inhibition above about 35%
EBI2 antag: EBI2 receptor antagonists, beta-arrestin recruitment, primary screen, cell-based, luminescence, 7a,25-OHC stimulation, uHTS. G-protein coupled receptor 183 (Homo sapiens), P32249. 7a,25-OHC stimulated. inhibition, % at 5 µM. 0.81% of 360,000 active. AID 651636, 2012; in the data active = inhibition above about 38%;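 note: enzyme fragment complementation signal reports receptor beta-arrestin coupling in cells; 0% = agonist plus DMSO wells and 100% = wells without agonist; some results beyond the cut were filed as inactive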
Target sequence (P32249 whole entry, looked up, the tested form may be a part): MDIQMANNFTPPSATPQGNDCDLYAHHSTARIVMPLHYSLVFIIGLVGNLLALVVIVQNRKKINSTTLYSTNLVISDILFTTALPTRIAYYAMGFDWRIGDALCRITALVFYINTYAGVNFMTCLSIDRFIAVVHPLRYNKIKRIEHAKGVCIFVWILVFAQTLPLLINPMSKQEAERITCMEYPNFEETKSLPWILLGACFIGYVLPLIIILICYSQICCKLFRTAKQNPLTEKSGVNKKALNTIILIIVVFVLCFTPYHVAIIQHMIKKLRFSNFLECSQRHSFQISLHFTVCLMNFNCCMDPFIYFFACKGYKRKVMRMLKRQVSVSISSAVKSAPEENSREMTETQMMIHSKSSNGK
An asterisk follows results filed as active; . = not tested or not shown.

The first 3 entries as a preview:
Compound	Jurkat NFkB inh	CXCR6 block	EBI2 antag	CCR6 antagonist	Gli-Sufu antag	APJ antag	UBC13 inh	697 NFkB inh
O=[N+]([O-])c1cccc(-c2ccc(CN3CCN(c4ccccc4)CC3)o2)c1	-1	6	-2	4	-4	-15	-1	-6
CCOCc1c(C(=O)OCC(=O)/C(C#N)=C(\C)N)oc2ccccc12	3	7	3	20	-5	12	17	16
CN(C)CCCN(Cc1ccc2c(c1)OCO2)C(=O)NC1CCCCC1	-6	0	-2	-3	6	7	0	2

The list itself, repeating the preview:
Compound	Jurkat NFkB inh	CXCR6 block	EBI2 antag	CCR6 antagonist	Gli-Sufu antag	APJ antag	UBC13 inh	697 NFkB inh
O=[N+]([O-])c1cccc(-c2ccc(CN3CCN(c4ccccc4)CC3)o2)c1	-1	6	-2	4	-4	-15	-1	-6
CCOCc1c(C(=O)OCC(=O)/C(C#N)=C(\C)N)oc2ccccc12	3	7	3	20	-5	12	17	16
CN(C)CCCN(Cc1ccc2c(c1)OCO2)C(=O)NC1CCCCC1	-6	0	-2	-3	6	7	0	2
C=CC(C)(C)c1c2occc2c(O)c2ccc(=O)oc12	10	-3	-3	0	5	-3	-32	25
COc1ccccc1CCNC(=O)c1cc(-c2ccncc2)nc2ccc(Br)cc12	.	8	11	17	67*	.	.	.
CC(C)OCCCn1c(=O)c2ccccc2n2c(CCC(=O)O)nnc12	-32	-2	-1	4	.	-4	-9	-31
Cc1ccc(NC(=O)C2(c3ccccc3)CCOCC2)cc1	-8	-5	0	0	-3	6	8	22
CCOc1ccc(C(=O)N2CCN=C2SC)cc1OCC	3	4	-9	-4	4	4	2	8
Cc1cc(C)cc(NC(=S)N2CCC(N(C)CC3CCCO3)CC2)c1 (stereo unspecified)	-5	0	4	7	4	-3	3	-5
CCCCN(C)C(=O)CCC(=O)Nc1ccc2nc(N3CCN(C)CC3)cc(C)c2c1	-11	4	11	12	11	2	-1	-5
COc1cc2c(cc1OC)CN(C(=O)CN1CCN(S(=O)(=O)c3ccccc3Br)CC1)CC2	3	1	1	3	19	14	-4	-11
O=C(NNC(=O)C1CCN(C(=O)Nc2ccccc2)CC1)c1ccc([N+](=O)[O-])cc1	-19	-12	-1	3	-18	-55	-12	9
COc1ccc(OC)c(S(=O)(=O)N2CCCC2C(=O)NC(C)c2ccccc2)c1 (stereo unspecified)	-2	-1	-5	-1	1	22	4	0
Clc1ccc(-c2csc(Nc3ccccc3)[n+]2Cc2ccco2)c(Cl)c1	.	-2	31	17	-58	.	.	.
COc1ccc(CN2CC(C(=O)NCCCN3CCCCC3)CC2=O)cc1 (stereo unspecified)	-4	-8	-13	13	-6	10	7	17
Fc1cccc(CSc2ccc(-c3ccc4c(c3)OCO4)nn2)c1	1	0	9	12	-15	2	7	-12
COc1ccc(S(=O)(=O)N(C)C)cc1NC(=O)CCCSc1ccccc1	-11	-4	14	6	-6	-14	-9	-3
Cc1cccc(CC2S/C(=N/c3cccc(C)n3)NC2=O)c1 (stereo unspecified)	4	3	-6	-8	9	19	1	-5
Cc1nc(Cl)c(C(=O)NCc2ccccc2)c(C)c1Cl	-7	1	-2	9	45	-19	-5	-5
COc1ccc(CCNC(=O)C2CC(=O)N(C3CCCCC3)C2)cc1OC (stereo unspecified)	-3	-1	-1	4	0	10	-2	1
CCn1c(-c2cc(Br)ccc2O)n[nH]c1=S	10	-3	5	22	-22	36	22	11
Cn1c(-c2c(N)n(CCCc3ccccc3)c3nc4ccccc4nc23)nc2ccccc21	.	9	27	-2	14	.	.	.
Clc1ccc(C2CC(c3cccs3)n3ncnc3N2)cc1Cl (stereo unspecified)	10	8	8	16	0	-26	16	-12
CCOC(=O)c1c(C)[nH]c(C(=O)COC(=O)CNC(=O)c2ccccc2Cl)c1C	-39	6	-6	-10	-13	-3	-1	-23
Cc1cc(C(=O)NNC(=O)c2nn(C)c(=O)c3ccccc23)c(C)o1	-12	11	2	6	2	-8	10	7
CCCc1ccc(C(=O)O/N=C(\N)c2ccccn2)cc1	7	-12	-3	-11	49	-25	2	-94
CN1CCc2c(sc3c2c(=O)n(-c2ccc(Cl)cc2)c2nncn32)C1	0	1	-4	-1	-2	11	3	0
CCOC(=O)C1=C(C)N(CC(C)C)C(=O)/C1=C\c1ccc(OCC(=O)Nc2ccccc2)cc1	-5	1	15	11	-1	8	-1	2
Cc1nc(CSc2nnc(Nc3cccc(C)c3C)s2)cs1	5	2	-3	-4	1	1	8	-15
COc1ccccc1NC(=O)Cn1c2ccc(F)cc2c2nc3n(c(=O)c21)CCS3	4	-1	13	3	-24	17	6	-1
COc1ccc(C(=O)NC(=S)NNC(=O)c2ccc3ccccc3n2)cc1	-7	-6	0	17	3	-6	-7	9
Cc1ccc(S(=O)(=O)N(C)c2ccc(OCC(=O)OCc3c(C)noc3C)cc2)cc1	-9	0	3	7	-7	1	-2	-18
CC(C)(C)n1nc(Cc2cccc3ccccc23)c2c(N)ncnc21	4	1	-5	7	10	4	40	-76
Cc1cc(C(=O)CSc2nc3ccccc3o2)c(C)n1CC1CCCO1 (stereo unspecified)	-72	-6	-5	23	42	-3	2	-190
Cc1cc(C)c(S(=O)(=O)NCc2ccccn2)cc1C	6	11	2	19	.	-9	-5	-20
Cc1cc(-c2nc3c4c5c(sc4[nH]c(=O)n3n2)CCC5)c(C)o1	3	3	-17	-7	-21	12	19	-4
COc1ccc(N2C(=O)C(Cl)=C(Nc3ccccc3OC)C2=O)cc1	16	4	-3	16	-1	-9	4	19
CCOc1ccc(N2CC(C(=O)NCCN3C(=O)S/C(=C\c4ccc(OC)cc4)C3=O)CC2=O)cc1 (stereo unspecified)	5	0	13	13	1	-9	4	-2
COc1ccccc1NC(=O)N1CCCC1C(=O)NCc1ccccc1F (stereo unspecified)	9	-3	-8	14	-3	1	0	11
CCOC(=O)C1C(=O)CC(C)(O)C(C(=O)OCC)C1c1ccc2c(c1)OCO2 (stereo unspecified)	-14	-7	-6	-6	-5	2	-4	0
O=C(NNc1ccc([N+](=O)[O-])cc1[N+](=O)[O-])c1ccco1	22	44*	8	58*	16	51*	-147	1
COc1ccc2c(=O)c(C(=O)NCCc3ccc(OC)c(OC)c3)c[nH]c2c1	-14	-8	-2	12	-1	-1	8	10
CCN(CC)CCCNC(=S)N(CCCO)Cc1cc2cc3c(cc2[nH]c1=O)OCO3	6	9	-2	1	-8	20	1	10
Cc1c(NS(=O)(=O)c2cc(C(=O)NCCN(C)C)ccc2Cl)c(=O)n(-c2ccccc2)n1C	-11	-5	1	11	-2	17	4	9
O=C(c1nsnc1-c1ccccc1O)N1CCCCC1	5	4	-7	-4	-4	8	0	0
O=C(COC(=O)/C=C/c1ccc2c(c1)OCO2)NC1CCS(=O)(=O)C1 (stereo unspecified)	2	7	-4	8	3	-4	-7	-6
CCOC(=O)C1C(C(=O)OC)=C(c2ccc(OC)cc2)c2ccc(OC)cc2N1S(=O)(=O)C(F)(F)F (stereo unspecified)	.	1	4	16	-3	.	.	-3
O=C(NCc1ccccn1)c1cccc(NS(=O)(=O)c2cccc(F)c2)c1	8	-7	-3	-6	-4	4	10	11
CCOC(=O)CSc1ccc(S(=O)(=O)N(CC)CC)cc1[N+](=O)[O-]	0	0	0	4	6	-23	0	7
COc1cccc(NCc2cc(=O)oc3cc(-c4ccccc4)c(O)cc23)c1	-30	0	11	11	-39	-4	-17	-52
COc1ccc(/C=C2/C(=O)N(c3c(F)c(F)c(F)c(F)c3F)N=C2C)cc1	4	-6	4	4	-3	-11	-18	12
O=C(c1ccccc1Cl)N(C(=O)c1ccccc1Cl)c1nccc(-c2cccs2)n1	-7	-2	27	17	2	12	-18	-40
COc1cc(/C=N/Nc2nc3ccccc3s2)ccc1OC(=O)c1ccccc1F	-121	4	4	12	46	-8	-4	-81
CC1(C)O[C@@H]2C[C@H]3[C@@H]4C[C@H](F)C5=CC(=O)CC[C@]5(C)[C@H]4[C@@H](O)C[C@]3(C)[C@]2(C(=O)CO)O1	22	-4	-1	4	47	12	-2	-29
Cc1ccc(S(=O)(=O)NC23CC4CC(CC(C4)C2)C3)cc1	5	-4	-15	4	-3	16	6	-3
COc1ccc(C23NCCN2C(=O)c2ccccc23)cc1 (stereo unspecified)	-10	-2	3	-2	-6	-1	7	6

Later entries:
Compound	Jurkat NFkB inh	CXCR6 block	EBI2 antag	CCR6 antagonist	Gli-Sufu antag	APJ antag	UBC13 inh	697 NFkB inh
CC1(C)C2(C#N)C(N)=NC3(OCCO3)C12C#N (stereo unspecified)	1	10	-1	4	-16	7	2	13
O=C(COc1cc2oc(=O)c3c(c2cc1Cl)CCC3)Nc1ccc(CN2CCOCC2)cc1	-4	6	-2	19	20	-3	2	0
O=C(Cc1cccc(NC(=O)C2CCN(C(=O)C3CC3)CC2)c1)Nc1cccc(C(=O)N2CCCCC2)c1	.	-2	-3	1	0	.	.	.
Cc1ccc(C)c(N(C(=O)c2csnn2)C(C(=O)NC2CCCCC2)c2ccncc2)c1 (stereo unspecified)	-9	0	-8	0	18	-16	-2	8
CCOC(=O)Cn1c2ccc(F)cc2c2nc(C)sc21	3	8	7	3	22	6	-4	1
CCCCn1c(N)c(N(CCOC)C(=O)c2c(-c3ccccc3)noc2C)c(=O)[nH]c1=O	3	-1	-5	9	-6	-46	-3	-1
O=C(OC1CCOC1=O)c1cc(-c2ccccc2)nc2ccccc12 (stereo unspecified)	11	10	-5	7	8	7	12	22
C=CCOc1ccc(C(=O)Nc2ccccc2C(=O)N2CCCC2)cc1	3	-18	-4	-2	-6	16	3	6
COC(=O)[C@H](C)NC(=O)Nc1ccc(C)c(C)c1	1	-10	-5	-26	2	7	5	14
CCCCCCCCCCOC(=O)Cn1c(COc2ccccc2OC)[n+](C)c2ccccc21	57*	-14	-12	29	85*	3	64*	39*
COc1ccc(-c2ccnc3[nH]n(-c4ccccc4)c(=O)c23)cc1	-3	-23	5	20	-31	9	-16	-15
O=C1CCC/C1=C\Nc1ccc(Cl)c([N+](=O)[O-])c1	4	-8	-4	18	18	15	-7	14
Cc1ccc(C#CC[N+]2(CC#Cc3ccc(C)cc3)CCCCC2)cc1	29	2	-11	5	88*	23	18	19
Cc1nc(SCC(=O)NC(=O)NCc2ccccc2)nc(C)c1C	0	4	-7	1	-37	5	2	-5
CNC(=O)Nc1cc(C)nn1C	-10	-3	-5	7	4	-6	-2	9
COc1ccc(-c2nnn(Cc3ccccc3)n2)cc1OC	-1	2	-7	10	-6	11	3	-3
O=C(O)CSCC(=O)NCc1csc2ccc(Cl)cc12	6	-9	-10	-2	2	-9	5	0
O=C(CCCn1c(=S)[nH]c2cc3c(cc2c1=O)OCO3)N1CCN(c2ccccn2)CC1	.	0	-13	0	3	.	.	.
Nc1nc(Oc2ccc(F)cc2)c(Br)c(=O)[nH]1	0	2	-2	2	27	16	4	8
C=CC(=O)N1CCCC(Nc2nc(Nc3ccc(N(C)C(=O)CC)cc3C)nc3nc[nH]c23)C1 (stereo unspecified)	-3	-7	-8	5	-6	-4	7	11
CCc1cc2c(=O)c(-c3cscn3)coc2c(CN(C)C)c1O	-11	4	12	0	-3	8	-5	-12
CC(C)Cc1nnc(NC(=O)c2ccc(S(=O)(=O)N3CCCC3)cc2)s1	10	1	-5	12	-11	9	-2	12
O=C(CNC(=O)c1ccc(S(=O)(=O)N2CCCC2)cc1)N/N=C/c1ccco1	-8	-4	9	1	-11	-3	-11	8
CCOC(=O)CN(C(=O)COc1nc(-c2ccccc2)cc(C)c1C#N)c1cccc(OC)c1	14	5	31	16	7	2	12	6
